Screens (PubChem BioAssay)
TAG inh = reduces triacylglycerol accumulation in H9c2 cells. Nile Red lipid (TAG) fluorescence; cells loaded with 200 µM oleic acid. inhibition, % at 12.5 µM. hit rate 0.66% among 230,000. AID 651582;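 active means pattern-corrected inhibition of lipid staining of at least 50% with the nuclear-stain viability signal not falling by more than 50%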;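 further: 0% = DMSO wells and 100% = triacsin C control wells; some results filed as inactive read as strong as hits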
TAG inh DAPI viability = second read-out of TAG inh, no call of its own (marks repeat the call); DAPI nuclei signal change (viability), lower = more cytotoxic, %;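 whole-well DAPI fluorescence read on a plate reader as a viability signal; minus 50 percent equals half of cells still viable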
Active calls of the source: *; & = joins results of further samples. An excerpt; rates above refer to the full screens.

#	canonical_smiles	TAG inh	TAG inh DAPI viability
1	COc1ccc(C(=O)NC(=O)CSc2n[nH]c(N)n2)cc1	-16	6
2	O=C(COC(=O)c1ccccc1SCC(=O)NC1CCS(=O)(=O)C1)NC1CCS(=O)(=O)C1 (stereo not given)	-9	7
3	O=C(CCC(=O)c1ccc(Cl)cc1)OCC(=O)c1ccccc1	-16	-6
4	O=C(CSc1nc(-c2ccco2)cc(C(F)(F)F)n1)Nc1ccc(C(=O)N2CCOCC2)cc1	36	-9
5	CNC(=O)Oc1ccc2c(c1)[C@]1(C)CCN(C)[C@@H]1N2C	-14&-36	-5&0
6	CCOc1ccc2[nH]cc(C(=O)N3CCN(CC)CC3)c(=O)c2c1	1	-9
7	CC(C)NC(=S)Nc1c(N)[nH]c(=O)[nH]c1=O	-4	5
8	COC(=O)[C@H]1C[C@H]1[C@@H](NC(=O)c1cccnc1)c1ccccc1	20	-12
9	CC1(C)Cc2nc3nc(SCC(=O)Nc4ccccc4)nc(N)c3cc2CO1	-9	2
10	CC1=C(C#N)C(/C=N/OCc2ccc(F)cc2Cl)CC(=O)N1 (stereo not given)	-13	14
11	CCc1nc2ccc(C(=O)N(C)CC(=O)Nc3ccc(Cl)c(C(F)(F)F)c3)cc2nc1CC	9	-4
12	Cc1ccc(S(=O)(=O)NCC(=O)OCC(=O)N2CC(C)OC(C)C2)cc1 (stereo not given)	-5	-10
13	CC1CCN(CC(O)COc2ccc(C(=O)c3ccccc3)cc2)CC1 (stereo not given)	5	1
14	O=C1c2ccccc2C(=O)N1Cc1nc2ccccc2o1	12	-7
15	O=C1CCN(Cc2ccc(Cl)cc2Cl)C(=O)N1	-21	-1
16	CC(C)[C@H](NC(=O)c1cccc(CN(Cc2ccccc2)C(=O)c2ccccc2)c1)C(=O)O	-2	-5
17	COc1ccc(Cc2nnc(SCC(=O)Nc3ccc(C)cc3C)[nH]c2=O)cc1	-2	-2
18	CS(=O)(=O)c1ccc(CNC(=O)[C@]2(C(F)(F)F)C[C@H](CCc3ccccc3)CCCO2)cc1	-18	4
19	CC(C)(C)OC(=O)C[C@H]1C/C=C\C[C@H](CC(=O)N[C@H](CO)Cc2ccccc2)C(=O)N[C@H](C(C)(C)C)COC1=O	26	2
20	C=CCn1c(O)c2ccc(C(=O)N=NC(=O)COc3ccc(OC)cc3)cc2c1O	14	-2
21	CCOc1ccc(S(=O)(=O)N2CCN(C(=O)c3cc([N+](=O)[O-])ccc3N3CCOCC3)CC2)cc1	-10	-1
22	Cc1cccc(Nc2cc(=O)n(C)c(=O)n2C)c1	1	0
23	CC1(NC(=O)C2CCN(C(=O)Nc3ccccc3)CC2)CCS(=O)(=O)C1 (stereo not given)	5	7
24	CCOCCCNC(=O)c1cc(Sc2nnc(C)s2)nc2ccccc12	11	-6
25	CCSc1nc(O)c(C2OC(=O)c3c2ccc(OC)c3OC)c(=O)n1-c1ccccc1 (stereo not given)	12	-3

Sorted by count of non-hydrogen atoms (falling): 4 of the compounds above.
#	canonical_smiles	TAG inh	TAG inh DAPI viability
11	CCc1nc2ccc(C(=O)N(C)CC(=O)Nc3ccc(Cl)c(C(F)(F)F)c3)cc2nc1CC	9	-4
12	Cc1ccc(S(=O)(=O)NCC(=O)OCC(=O)N2CC(C)OC(C)C2)cc1 (stereo not given)	-5	-10
6	CCOc1ccc2[nH]cc(C(=O)N3CCN(CC)CC3)c(=O)c2c1	1	-9
14	O=C1c2ccccc2C(=O)N1Cc1nc2ccccc2o1	12	-7

Reprinted at random: seven compounds from above, in no set order.
#	canonical_smiles	TAG inh	TAG inh DAPI viability
5	CNC(=O)Oc1ccc2c(c1)[C@]1(C)CCN(C)[C@@H]1N2C	-14&-36	-5&0
18	CS(=O)(=O)c1ccc(CNC(=O)[C@]2(C(F)(F)F)C[C@H](CCc3ccccc3)CCCO2)cc1	-18	4
15	O=C1CCN(Cc2ccc(Cl)cc2Cl)C(=O)N1	-21	-1
11	CCc1nc2ccc(C(=O)N(C)CC(=O)Nc3ccc(Cl)c(C(F)(F)F)c3)cc2nc1CC	9	-4
9	CC1(C)Cc2nc3nc(SCC(=O)Nc4ccccc4)nc(N)c3cc2CO1	-9	2
8	COC(=O)[C@H]1C[C@H]1[C@@H](NC(=O)c1cccnc1)c1ccccc1	20	-12
25	CCSc1nc(O)c(C2OC(=O)c3c2ccc(OC)c3OC)c(=O)n1-c1ccccc1 (stereo not given)	12	-3

Going on with the list.
#	canonical_smiles	TAG inh	TAG inh DAPI viability
26	O=C(CSc1ccc(-c2ccncc2)nn1)N1CCCCC1	2	-3
27	CCCn1c(SCC(=O)NC2CCCCC2)nnc1C1CC1	4	0
28	Cc1cc(NC(=O)C(C)SCC(=O)N(C)Cc2c(F)cccc2Cl)no1 (stereo not given)	-7	3
29	O=C1N(c2ccccc2C(F)(F)F)O[C@]1(c1ccccc1)C1CCCCC1	-1	-7
30	Cc1ccc(NC(=S)N(CCCN2CCC(C)CC2)Cc2ccco2)cc1C	-20	25
31	CCOc1ccccc1NC(=O)CSc1nc2ccccc2nc1N1CCOCC1	-19	12
32	CC1=NN(C(N)=S)C(=O)C1N=Nc1cccc(C)c1 (stereo not given)	-2	-2
33	Cn1c(=O)c2c(nc(Oc3cccc(O)c3)n2C)n(C)c1=O	-11	6
34	COc1cccc(NC(=O)CN(C)C(=O)/C=C/c2cn(-c3ccccc3)nc2-c2ccc(OC)c(OC)c2)c1	6	-3
35	CCOC(=O)C1CCN(C(=O)c2ccc(CNS(=O)(=O)c3ccc(C)cc3)cc2)CC1	11	-7
36	Cc1ccc(N(CC(=O)NC2CCCC2)C(=O)c2c(C)noc2C)cc1C	-3	-8
37	O=C(N/C=C/c1ccco1)NCc1ccccc1	2	-11
38	Cc1ccc(NC(=S)N2CCN(S(C)(=O)=O)CC2)cc1Cl	17	-7
39	Cn1c(SCC(=O)NC(C)(C)C)nnc1-c1cnccn1	3	4
40	COc1ccccc1C(=O)COC(=O)C1(C)CC1(Cl)Cl (stereo not given)	3	-7
41	O=Cc1c(-c2ccc(Cl)cc2)oc2ccc(O)cc12	3	-6
42	Cc1ccc(-c2csc(NC(=O)CSc3nnc4c(n3)[nH]c3ccccc34)n2)cc1	30	4
43	CC1Cc2ccccc2N1C(=O)COC(=O)c1ccc([N+](=O)[O-])o1 (stereo not given)	25	-25
44	CN(C)CC(NC(=O)c1cccc(S(=O)(=O)Nc2ccc3c(c2)OCO3)c1)c1ccccc1 (stereo not given)	17	4
45	CCN1C(=O)[C@H]2[C@H]3CN=C(SCc4ccc(OC)cc4)N3[C@@](CC)(C(=O)OC)[C@H]2C1=O	15	-1
46	CNC(=S)N(CCc1c(C)[nH]c2ccc(OC)cc12)Cc1cccnc1	-1	-7
47	COc1ccccc1CCC(=O)Oc1ccccc1C#N	7	35
48	COc1ccc(CCNC(=O)CCC(=O)n2ncc3cc(C)ccc32)cc1OC	-9	6
49	O=C(O)CSc1cc(C(=O)c2cc(F)ccc2O)cn2c(=O)c3c(-c4ccccc4)csc3nc12	-7	2
50	O=C(Nc1cccc([N+](=O)[O-])c1)NC1CCCCCCC1	-8	-11
51	O=C(CCCCCn1c(=S)[nH]c2ccccc2c1=O)N1CCOCC1	9	-6
52	CCOc1ccc(OCc2ccc(C(=O)Nc3cccnc3)cc2)cc1	-15	-4
53	CCc1ccccc1NC(=O)Nc1cccn(Cc2ccc(F)cc2)c1=O	-5	-17
54	O=C(CNC(=O)c1cc2ccccc2o1)NCc1cccs1	-3	8
55	Cc1noc(C)c1NC(=O)N(C)C[C@H]1OCCCC[C@@H](C)Oc2ccc(NC(=O)Nc3ccc(F)cc3)cc2C(=O)N([C@@H](C)CO)C[C@H]1C	-4	-1
56	COc1ccc(NS(=O)(=O)c2cccc(C(=O)NCC(c3ccc(OC)cc3)N3CCOCC3)c2)cc1 (stereo not given)	5	3
57	COc1cc(/C=N/Nc2ccc(C(=O)O)cc2)cc(OC)c1OC	-2	0
58	COc1ccc(Br)cc1C=NNS(=O)(=O)c1ccc(C)cc1	18	-33
59	COc1ccc(C(=O)N2CCC(n3c(C)nc4cc(F)ccc43)CC2)cc1OC	10	4
60	Cc1ccccc1C(=O)NC(=S)Nc1sc2c(c1C#N)CCCC2	11	7
61	O=C(COc1cccc(F)c1)NNC(=O)c1cccc(-n2cccc2)c1	0	-5
62	COc1ccc(OC)c(CN(CCN2CCOCC2)S(=O)(=O)c2ccc(NC(C)=O)cc2)c1	-4	5
63	CCN(C(=O)CSc1nc2nc(C)cc(C)n2n1)C1CCS(=O)(=O)C1 (stereo not given)	5	-10
64	CCOC(=O)CNC(=O)N(CCOC)CC1CCCN(C2Cc3ccccc3C2)C1 (stereo not given)	2	1
65	Cc1ccc(C(=O)N(NC2=NS(=O)(=O)c3ccccc32)S(=O)(=O)c2ccc(C)cc2)cc1	-11	-4
66	Cc1ccc(C(O)c2nc3ccccc3n2C(C)C)cc1 (stereo not given)	-47	11
67	O=C1C=CC(n2cc(F)c(=O)[nH]c2=O)O1 (stereo not given)	23	-16
68	Cc1cc(C)nc(NS(=O)(=O)c2ccc(NC(=O)c3ccc(O)cc3O)cc2)n1	2	7
